FN deposit inh: inhibitors of fibronectin matrix deposition, primary screen, AH1F cells, Alexa488-fibronectin fluorescence, plate reader | AH1F fibroblasts, overnight | inhibition, % at 12.6 µM | 350,000 compounds, 0.086% hits;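 active = mean inhibition across replicates of 30% or more, regardless of how many single replicates reach that level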;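 also: positive control wells lacked labelled fibronectin entirely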
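test system = AH1F fibroblasts assembling fluorescent fibronectin matrix | quantity = 10000 AH1F cells per well | buffer or medium = DMEM plus 2% serum, read in PBS | doses = single dose, pinned | incubation = 1 h cell attachment, overnight exposure to compound and label | detection = fluorescence at 485 nm excitation, 525 nm emission | read-out basis = inhibition from reduced deposited-fibronectin fluorescence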
PglD inh: C. jejuni PglD acetyltransferase inhibitors, primary screen, biochemical, DTNB colorimetric, single point; UDP-N-acetylbacillosamine N-acetyltransferase PglD (Campylobacter jejuni); purified PglD enzyme, DTNB colorimetric CoA detection; inhibition, % at 12.5 µM; 360,000 compounds, 0.098% hits; in the data active = inhibition above about 16%, passing the limit was not always enough; also: strong numbers were not always called active
Statin myotox sup: suppressors of statin myotoxicity in C2C12 myotubes, primary screen, cell-based, single point, plate reader | rescue of ATP level, % at 7.49 µM | C2C12 myotubes + simvastatin, ATP luminescence, 48 h; scaled: DMSO 0, geranylgeraniol control 100 | 330,000 compounds, 0.78% hits;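 active = mean ATP rescue above about 67%, or every replicate alone reaching that limit, limit read from the data, passing the limit was not always enough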;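 also: myotubes were challenged with 10 µM simvastatin during compound exposure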
CFTR F508del cor: F508del CFTR correction, initial screen, CFBE line, single point; 350,000 compounds, 0.36% hits; AID 720511, 2013; activity (quench increase), % at 7.58 µM; CFBE cells, YFP halide quenching; stimulated with forskolin plus potentiator P3; % fluorescence drop versus neutral controls;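 active = mean added fluorescence quench of at least 8% versus neutral control, with both replicates also reaching 8%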;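 also: cells transiently co-express mutant CFTR-F508del with the halide-sensitive YFP; corrector assay measuring rescue of mutant channel to the surface after 24 h compound exposure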
PGC1a acetyl inh: inhibitors of PGC1a acetylation signal, primary screen, cell-based, U2OS, AlphaScreen, inhibitor mode. AID 651687, 2012. inhibition, % at 15.6 µM. AlphaScreen anti-acetyl-lysine; with virally co-expressed GCN5 acetyltransferase. 350,000 compounds, 0.17% hits;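 active = every replicate shows inhibition of at least 40%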;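 also: 0% = neutral control wells and 100% = positive control wells; some results beyond the cut were filed as inactive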
Cneo AK release: Cryptococcus neoformans cell lysis inducers, primary screen, AK release luminescence, single concentration | 360,000 compounds, 0.2% hits | lysis activity, % at 15 µM | AID 651654, 2012 | C. neoformans lysis, adenylate kinase release luminescence, 4 h; normalised: neutral wells 0, clomiphene wells 100;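 active = mean lysis activity across replicates of at least 80%, whatever share of replicates individually reach that level; inactive = mean lysis activity below 80%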
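Material: C. neoformans cells | Amount: Yeast cell density of 5 × 10^6 cells/mL | Medium: Fresh YPD growth medium | Dosing: Single dose | Times: Static 4 h at 37 °C with compound, 1 h detection | Detection: AK luminescence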
INS-1E GSIS act: GLuc luminescence reporter in INS-1E cells, primary screen for activators of glucose-dependent secretion of insulin. INS-1E GLuc reporter insulin secretion, 2-3 h. activation, % at 16.6 µM. 370,000 compounds, 0.61% hits;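 active = lowest replicate activation of at least 40%, so every replicate reaches that level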;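 also: 0% = median of neutral control wells and 100% = median of IBMX positive control wells; some compounds called inactive have numbers as strong as hits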
miR122 inh: miR-122 Renilla sensor signal increase in Huh7, primary screen, miR-122 inhibitor project, cell-based, single point, plate reader | AID 602342, 2012 | 340,000 compounds, 0.3% hits | Huh7 miR-122 Renilla luciferase sensor, 48 h; neutral wells = 0, positive control = 100 | activation (reporter increase), % at 12.5 µM;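 active = mean replicate activation score at least 90 and every replicate individually at or above 90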;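 also: higher luciferase means less miR-122 activity so hits act as miR-122 inhibitors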
The depositor's hits bear a star; . = not tested or not shown; [ ] = remark or other dose.

SMILES,FN deposit inh,PglD inh,Statin myotox sup,CFTR F508del cor,PGC1a acetyl inh,Cneo AK release,INS-1E GSIS act,miR122 inh
O=C(OCc1nc2ccccc2s1)c1ccc(Br)s1,-10.9,2.9,-2.4,.,-10.5,-1.9,-13.0,-0.4
COCCn1c(=O)[nH]c2cc(C(=O)NCCCN3CCN(c4ccc(F)cc4)CC3)ccc2c1=O,.,-3.6,15.1,.,7.3,-2.5,23.9,-6.4
COc1cccc(C(=O)NC2CCN(C(=O)N3c4ccccc4Sc4ccccc43)CC2)c1,.,2.8,2.8,-0.2,-9.2,2.3,-12.4,-10.8
C=CCNC(=O)/C(C#N)=C/c1c(N2CCCCCC2)nc2ccccn2c1=O,-1.5,6.2,3.0,-1.0,0.9,4.5,-5.5,-7.6
NS(=O)(=O)c1ccc(NC2(C(=O)O)CCCC2)cc1,3.4,3.0,-0.9,0.0,.,-10.5,6.8,.
O=C(NCc1ccco1)c1ccc(S(=O)(=O)N2CCCCCC2)cc1,0.7,1.7,3.0,0.6,.,-4.4,-16.1,.
COCCN(C(=O)c1ccco1)c1nc(-c2ccc(OC)cc2)cs1,-0.4,3.0,0.9,2.3,7.3,-8.9,-12.8,-4.6
COc1ccc(NC(=O)CN(C)CC(=O)N2CCCCCC2)cc1,.,-2.4,-0.2,-7.2,.,-0.6,-3.8,.
CN1CCN(C(=O)C[C@@H]2CC[C@@H]3[C@H](COC[C@@H](O)CN3Cc3ccc4c(c3)OCO4)O2)CC1,5.0,-0.2,-4.0,-3.3,3.3,10.0,4.6,1.7[16.7 µM]
CCNC[C@H]1[C@@H](c2ccccc2)[C@@H](CO)N1C(=O)Cc1ccccn1,-2.8,-1.5,14.4,-0.2,-10.6,53.4,0.7,-25.0[16.7 µM]
C(=N\n1cnnc1)/c1ccc2c(c1)OCCO2,-5.1,8.5,6.7,.,-2.0,1.2,17.1,.
Nc1ccc(N=Nc2ccccc2)cc1[N+](=O)[O-],11.0,2.6,0.6,-0.3,-12.2,-0.9,1.8,.
Cc1sc2ncnc(N3CCC(C(=O)N(C)CC(=O)Nc4ccccc4Cl)CC3)c2c1C,-1.1,-1.4,-9.0,2.7,.,0.6,-18.4,-15.3
CCCCOc1ccc(C2NC(=O)NC(C)=C2C(C)=O)cc1OCC (stereo not drawn),-1.1,.,0.1,-0.2,0.8,.,-5.9,-10.1
C[C@H]1CN([C@@H](C)CO)C(=O)c2cc(NS(=O)(=O)c3ccccc3)ccc2O[C@@H]1CN(C)Cc1ccc(C(F)(F)F)cc1,.,5.5,-10.3,-1.5,2.5,1.5,-31.2,-11.4[16.7 µM]
Cc1ccc(Cl)c(OCCCCN2CCC(C)CC2)c1,-0.2,1.1,6.2,-2.8,2.6,-1.5,1.3,.
C[C@H](CO)N1C[C@H](C)[C@@H](CN(C)Cc2ccc(Cl)c(Cl)c2)Oc2ccc(NC(=O)NC3CCCCC3)cc2C1=O,-4.7,1.9,.,-0.1,0.9,-3.1,-4.3,2.4[16.7 µM]
CCOCCCNC(=O)C(NC(=O)Cc1cccs1)c1ccccc1 (stereo not drawn),0.1,.,.,-0.2,-4.2,.,-6.1,.
O=C(CSc1nnc(NC(=O)C2CC2)s1)NCc1ccccc1Cl,15.2,-2.3,-0.8,0.6,-5.1,2.2,-5.5,6.8
C[C@@H]1CN([C@H](C)CO)C(=O)Cc2cc(NC(=O)Cc3cn(C)c4ccccc34)ccc2O[C@@H]1CN(C)C(=O)Nc1cccc2ccccc12,8.0,-7.7,43.4,0.5,1.2,-2.3,-7.7,23.0[16.7 µM]
CC1CCCCC1NC(=O)CSc1nncs1 (stereo not drawn),0.4,6.5,-1.0,.,-1.0,1.5,4.2,2.1
C[C@H](O)C#Cc1ccc2c(c1)O[C@@H](CN(C)Cc1cncnc1)[C@H](C)CN([C@@H](C)CO)S2(=O)=O,-11.0,-0.8,-16.0,-1.0,7.3,51.4,23.4,-1.5[16.7 µM]
Cc1ncoc1C(=O)N1CCCC(C(=O)c2ccc3c4c(cccc24)CC3)C1 (stereo not drawn),.,-10.8,-6.8,1.3,18.1,-2.5,0.0,4.1
COC(=O)C1=C(C)NC(=O)CC1c1ccccc1 (stereo not drawn),.,4.2,.,.,-4.7,3.8,.,-1.3
COc1cc(/C=N/NC(=O)c2ccc(N)cc2)ccc1OC(=O)c1cccc(C)c1,.,4.7,6.2,-1.0,.,-2.0,0.1,.
C[C@@H]1CN([C@@H](C)CO)C(=O)Cc2cc(NC(=O)Nc3ccc(C(F)(F)F)cc3)ccc2O[C@H]1CN(C)C(=O)NC1CCCCC1,.,2.4,1.1,3.7,-9.4,0.2,-10.7,-3.4[16.7 µM]
Cc1noc(C)c1NC(=O)Nc1ccc2c(c1)C(=O)N([C@@H](C)CO)C[C@@H](C)[C@@H](CN(C)C)OCCCC[C@H](C)O2,.,1.6,23.6,0.3,11.6,-5.7,28.4,-6.2[16.7 µM]
CNC[C@H]1Oc2ncc(C#CC3CCCC3)cc2C(=O)N([C@H](C)CO)C[C@H]1C,-3.1,3.8,27.7,-1.4,-1.1,-1.0,-0.7,-10.6[16.7 µM]
CN(C)C(=O)c1ccc(NC(=O)CC2SC(N3CCCC3)=NC2=O)cc1 (stereo not drawn),-1.7,-5.4,3.2,0.9,.,0.1,6.4,-3.3
NNC(=O)C1SCCN1S(=O)(=O)c1ccc(Cl)cc1 (stereo not drawn),3.5,-2.1,4.4,0.7,.,-0.5,3.4,-1.9

Record cards (already shown). Screens in order: FN deposit inh, PglD inh, Statin myotox sup, CFTR F508del cor, PGC1a acetyl inh, Cneo AK release, INS-1E GSIS act, miR122 inh
Nc1ccc(N=Nc2ccccc2)cc1[N+](=O)[O-] across the screens: 11.0, 2.6, 0.6, -0.3, -12.2, -0.9, 1.8, .
C=CCNC(=O)/C(C#N)=C/c1c(N2CCCCCC2)nc2ccccn2c1=O across the screens: -1.5, 6.2, 3.0, -1.0, 0.9, 4.5, -5.5, -7.6
NNC(=O)C1SCCN1S(=O)(=O)c1ccc(Cl)cc1 (stereo not drawn) across the screens: 3.5, -2.1, 4.4, 0.7, ., -0.5, 3.4, -1.9

(more compounds)
SMILES,FN deposit inh,PglD inh,Statin myotox sup,CFTR F508del cor,PGC1a acetyl inh,Cneo AK release,INS-1E GSIS act,miR122 inh
CCN1CCN(c2ccc(S(=O)(=O)N3CCOCC3)cc2NC(=O)C(C)Oc2ccc(F)cc2)CC1 (stereo not drawn),-0.7,.,4.6,0.6,-0.1,.,-9.1,.
CCC(=O)N1[C@H](CO)[C@H](c2ccccc2)[C@H]1CN(C)C(=O)c1ccccc1F,-15.4,3.6,0.5,1.3,10.2,50.1,2.3,25.0[16.7 µM]
C[C@H](CO)N1C[C@H](C)[C@H](CN(C)C(=O)Cc2ccncc2)Oc2ncc(C3=CCCCC3)cc2C1=O,.,-0.5,-10.1,1.7,-4.5,-0.2,-5.9,0.4[16.7 µM]
Cc1ccccc1NC1=NS(=O)(=O)c2ccccc21,.,7.0,-15.7,.,-6.9,-1.9,15.1,-1.4
CC1(C)Cc2c(sc(NC(=O)C(=O)N3CCCCC3)c2C(=O)O)CO1,3.2,-0.7,7.4,-1.7,-3.6,-4.3,7.3,5.2
O=C(CN(C(=O)c1nsc(Cl)c1Cl)c1cccc(F)c1)NC1CCCC1,6.0,-3.2,26.1,-0.1,-8.4,3.0,-13.0,-2.9
COc1cc2c(C(=O)NCc3ccc4c(c3)OCO4)cn(CC(C)C)c(=O)c2cc1OC,.,5.3,-12.8,.,-5.3,0.3,.,-3.0
O=C1NC(c2ccc(Cl)c([N+](=O)[O-])c2)Nc2ccccc21 (stereo not drawn),3.3,.,.,-1.3,-17.9,.,-7.1,-0.6
CCN1CCN(S(=O)(=O)CC2(C)C3CCC2(C)C(=O)C3Br)CC1 (stereo not drawn),-12.6,.,.,-3.5,1.5,.,3.6,.
O=C(NCc1cn2ccccc2n1)C1CCC(=O)N(Cc2ccccc2F)C1 (stereo not drawn),3.8,1.0,44.8,-0.3,-0.2,-2.3,-1.4,-6.0
CC(C)NC(=O)N1[C@H](CO)[C@@H](c2ccc(C#CC3CCCC3)cc2)[C@@H]1C#N,-2.4,4.6,23.0,4.5,-23.7,5.4,-1.9,.
O=C(O)CC1CCCC(c2ccccc2)C1=O (stereo not drawn),-1.0,0.3,.,.,.,0.7,.,-0.8
CC(C)NC(=O)Nc1ccc2c(c1)C(=O)N([C@@H](C)CO)C[C@@H](C)[C@H](CN(C)Cc1ccc(Cl)c(Cl)c1)OCCCC[C@@H](C)O2,10.5,1.2,.,5.7,-23.7,0.0,-15.1,-24.8[16.7 µM]
CO[C@H]1CN(C)C(=O)c2cc(NC(C)=O)ccc2OC[C@H](C)N(CC2CC2)C[C@@H]1C,-12.2,1.9,-2.3,2.0,2.8,2.6,-1.0,.
CC(Oc1ccc(Cl)cc1Cl)C(=O)NNC(=O)C(=O)N1CCCC1 (stereo not drawn),-5.7,6.9,-2.1,-1.2,.,0.0,-1.5,.
Cc1ccn2c(=O)c(NC(=O)c3ccc4c(c3)OCO4)c(C)nc2c1,8.6,0.8,-2.2,-4.8,8.3,12.6,-10.6,-1.8
Cc1nn2cc(-c3ccc(Cl)cc3)cnc2c1Br,6.7,.,.,-1.9,-25.5,.,7.1,-4.4
C[C@@H]1CN([C@@H](C)CO)C(=O)c2cc(NC(=O)c3ccncc3)ccc2O[C@@H](C)CCCCO[C@H]1CN(C)S(=O)(=O)c1ccc(F)cc1,-13.9,-2.0,.,2.3,-13.4,-0.9,-9.1,6.9[16.7 µM]
CC1CCCN(C(=O)Cn2c(=O)oc3cc(S(=O)(=O)N4CCCCC4)ccc32)C1 (stereo not drawn),4.0,-1.0,52.5,-0.8,4.7,-0.5,1.5,5.8
O=C(COC(=O)c1ccccn1)NC1CCCCC1,2.5,2.8,7.1,.,7.4,0.0,.,-1.6
COc1ccc(-c2noc(-c3ccccc3C(=O)N3CCOCC3)n2)cc1,4.0,-0.9,5.1,.,8.4,-1.0,.,-6.1
O=C1C(=O)N(Cc2cccnc2)C(c2ccc(Br)cc2)/C1=C(\O)c1ccc2c(c1)OCCO2 (stereo not drawn),1.5,-1.6,-1.6,0.6,4.5,-0.6,18.8,-5.4
CO[C@@H]1CN(C)C(=O)c2ccc(NC(=O)NC(C)C)cc2OC[C@H](C)N(C)C[C@H]1C,-1.9,0.3,1.1,-0.4,0.5,-1.6,3.3,.
COc1ccc(C(=S)N2CCOCC2)cc1OC(=O)c1cc(OC)c(OC)c(OC)c1,-1.4,-1.4,3.0,-0.7,1.8,1.2,16.7,-1.7
O=C(CNC(=O)c1ccc(OC(F)F)cc1)NC1CCCc2ccccc21 (stereo not drawn),.,-1.0,5.5,0.5,4.8,-0.2,-29.6,-3.6
